PPARg SRC-1 ag = PPARgamma agonists recruiting SRC-1 coactivator, primary screen, biochemical; PPARgamma-SRC-1 coactivator recruitment biochemical assay; actives 0.41% (n = 200,000); AID 631, 2007; Peroxisome proliferator-activated receptor gamma (Homo sapiens), P37231; activation, % at 8 µM; in the data active = activation above about 19%;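 also: 0% = DMSO and 100% = reference agonist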
Target sequence (P37231 whole entry, looked up): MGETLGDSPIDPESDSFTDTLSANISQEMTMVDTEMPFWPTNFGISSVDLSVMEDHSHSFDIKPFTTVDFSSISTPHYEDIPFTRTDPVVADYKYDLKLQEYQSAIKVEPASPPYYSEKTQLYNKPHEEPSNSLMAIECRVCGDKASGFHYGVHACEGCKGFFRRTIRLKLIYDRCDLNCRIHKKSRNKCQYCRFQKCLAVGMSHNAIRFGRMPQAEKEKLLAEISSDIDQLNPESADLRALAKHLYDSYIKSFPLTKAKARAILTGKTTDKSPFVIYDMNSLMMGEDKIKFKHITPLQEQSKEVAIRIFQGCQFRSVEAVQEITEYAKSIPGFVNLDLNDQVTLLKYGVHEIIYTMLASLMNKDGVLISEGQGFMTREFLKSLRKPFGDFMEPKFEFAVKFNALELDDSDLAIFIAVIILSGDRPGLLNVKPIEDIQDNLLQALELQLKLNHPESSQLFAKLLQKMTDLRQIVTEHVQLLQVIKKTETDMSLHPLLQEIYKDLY
PPARg SRC-2 ag = agonists of PPARg-SRC-2 recruitment, primary screen, biochemical, HTS; Peroxisome proliferator-activated receptor gamma (Homo sapiens), P37231; PPARgamma LBD-SRC-2 recruitment; activation, % at 8 µM; actives 0.34% (n = 200,000); AID 1032, 2008; in the data active = activation above about 22%;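 also: 0% = vehicle and 100% = reference agonist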
PPARg SRC3 recr = PPARgamma agonists recruiting SRC-3 coactivator, primary screen, biochemical; Peroxisome proliferator-activated receptor gamma (Homo sapiens), P37231; biochemical PPARgamma/SRC-3 coactivator recruitment assay; activation, % at 8 µM; actives 0.26% (n = 200,000); in the data active = activation above about 23%;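 also: 0% = DMSO and 100% = reference agonist; some compounds past the cut are filed as inactive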
TR-FRET SRC-2 ct = TR-FRET signal artefacts, primary screen, artefact control for PPARgamma SRC-2 agonist project, biochemical | TR-FRET artefact counter-screen; active compounds read high | TR-FRET ratio at 8 µM | actives 0.4% (n = 200,000); in the data active = TR-FRET ratio above about 2000; also: inactives centre near 1500
bIAP act = bovine intestinal alkaline phosphatase activators, primary screen, biochemical, bovine IAP, CDP-star luminescence. alkaline phosphatase, intestinal [Bos taurus]. purified bovine IAP, 30 min; active compounds read high; fold of DMSO-control signal, blank-subtracted. activation factor at 20 µM. actives 0.17% (n = 200,000). AID 1016, 2008;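 active = activation factor of 2 or more at 20 µM, a signal rise over negative controls twice the positive control's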
TNAP inh no acc = human TNAP enzyme inhibitors, primary screen, biochemical, luminescent, no phosphate acceptor, uHTS; Alkaline phosphatase, tissue-nonspecific isozyme (Homo sapiens), P05186; purified TNAP, CDP-star luminescence, 30 min; inhibition, % at 20 µM; actives 0.26% (n = 200,000);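 active = tissue-nonspecific alkaline phosphatase inhibition above about 50% at 20 µM in the single-dose screen, limit read from the data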;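 also: 0% = DMSO negative control and 100% = EDTA positive control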
Target sequence (P05186 whole entry, looked up): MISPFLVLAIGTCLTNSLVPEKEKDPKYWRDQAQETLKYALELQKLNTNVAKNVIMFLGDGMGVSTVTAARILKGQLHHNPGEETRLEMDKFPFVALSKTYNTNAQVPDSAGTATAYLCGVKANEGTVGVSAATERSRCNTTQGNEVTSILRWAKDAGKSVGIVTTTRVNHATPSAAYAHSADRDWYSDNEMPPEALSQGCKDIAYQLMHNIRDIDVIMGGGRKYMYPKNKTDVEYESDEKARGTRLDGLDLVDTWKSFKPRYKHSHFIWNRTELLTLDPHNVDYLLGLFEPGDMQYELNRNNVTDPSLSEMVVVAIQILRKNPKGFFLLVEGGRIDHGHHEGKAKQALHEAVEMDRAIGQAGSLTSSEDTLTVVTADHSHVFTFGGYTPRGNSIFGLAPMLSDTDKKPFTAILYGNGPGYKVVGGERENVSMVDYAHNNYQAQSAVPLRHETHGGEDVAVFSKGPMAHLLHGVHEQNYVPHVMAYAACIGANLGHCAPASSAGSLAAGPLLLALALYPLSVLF
HMGR II inh = inhibitors of E. faecalis class II HMGR, primary screen, biochemical, Enterococcus faecalis | HMG-CoA reductase (Enterococcus faecalis, mvaE) | purified E. faecalis HMGR, NADPH absorbance 340 nm kinetic | inhibition, % at 10 µM | actives 0.41% (n = 190,000);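 active = inhibition above a set limit, the median over all tested compounds plus 3 SD, cut at about 9.5% in these data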;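 also: enzyme runs in reverse so mevalonate oxidation gives rising NADPH absorbance; 0% = complete reaction with DMSO and 100% = background rate lacking mevalonate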
bIAP inh = bovine intestinal alkaline phosphatase inhibitors, primary screen, selectivity assay for TNAP inhibitor project, biochemical, bovine IAP, CDP-star luminescence. alkaline phosphatase, intestinal [Bos taurus]. purified bovine IAP, 30 min. inhibition, % at 20 µM. 190,000 tested, under 10 active. AID 1019, 2008;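 active = over 50% inhibition of intestinal alkaline phosphatase at 20 µM in the single-dose screen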
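test system = bovine IAP enzyme | medium = DEA buffer 100 mM, pH 9.8, with MgCl2 1.0 mM, ZnCl2 0.02 mM | detection = luminescence | dosing = single compound dose of 20 µM, 2% DMSO final | incubation = 30 min reaction at room temperature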
TNAP inh hiacc = human TNAP enzyme inhibitors, primary screen, biochemical, luminescent, high phosphate acceptor level, uHTS | inhibition, % at 20 µM | AID 1135, 2008 | actives 0.03% (n = 200,000) | purified TNAP, CDP-star luminescence, 1 M DEA;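 active = over 50% inhibition of tissue-nonspecific alkaline phosphatase at 20 µM in the single-dose screen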;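 also: plate controls were DMSO wells for no effect and EDTA-quenched wells as full inhibition for full effect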
TNAP act hi DEA = TNAP activators at high phosphate acceptor level, primary screen, biochemical, luminescence, uHTS; Alkaline phosphatase, tissue-nonspecific isozyme (Homo sapiens), P05186; 200,000 tested, under 10 active; activation factor at 20 µM; purified TNAP, CDP-star luminescence, 1 M DEA, 30 min; active compounds read high; 0 = EDTA background, 1 = DMSO-only activity;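 active = activation factor at least 2 at 20 µM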
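Measured by: Luminescent substrate turnover signal | Test system: Human TNAP | Input: TNAP 1/800 final | Dosing: 20 µM single point | Schedule: 30 min, room temperature | Controls: EDTA wells as negative control, DMSO wells as positive control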
* marks the source's active call; other numbers are inactive results.

SMILES	PPARg SRC-1 ag	PPARg SRC-2 ag	PPARg SRC3 recr	TR-FRET SRC-2 ct	bIAP act	TNAP inh no acc	HMGR II inh	bIAP inh	TNAP inh hiacc	TNAP act hi DEA
CCC(Sc1nc(N)c(NC(=O)c2ccc(OC)cc2)c(=O)[nH]1)C(=O)O (stereo not given)	-6	-1	3	1331	0.9	-10	-6	6	-1	1
Cc1ccc(S(=O)(=O)Nc2c(C)n(C)n(-c3ccccc3)c2=O)cc1C(=O)OC(C)C(=O)N(C)c1ccccc1 (stereo not given)	4	13	4	1544	0.9	-10	2	7	-5	1.1
Cc1ccc(/C=C/C(=O)c2ccc(C)cc2)cc1	-4	15	14	1566	1.1	-3	-1	-11	2	1
N#Cc1ccccc1NC(=O)CSc1nnc(-c2ccc(F)cc2)n1-c1ccccc1	-2	2	-3	1568	1	-6	2	4	-4	1
COc1cc(NC(=O)CN2C(=O)NC(c3ccccc3)(c3ccccc3)C2=O)c(C)cc1[N+](=O)[O-]	-5	-4	-6	1363	1	-3	-5	-3	3	1
CCCS(=O)(=O)N1CCC(C(=O)c2cccc(C(F)(F)F)c2)CC1	3	3	-6	1557	0.9	-3	-1	6	2	1
COc1ccc(C2C3=C(CC(C)(C)CC3=O)Oc3ncn(CC(C)C)c(=N)c32)cc1 (stereo not given)	-1	2	1	1368	1.1	-8	-7	-7	-2	1
Cc1cc(C)nc(SCc2nnc(SCc3ccc([N+](=O)[O-])cc3)n2Cc2ccco2)n1	4	2	4	1448	1	-12	-2	0	-2	1
O=c1oc(-c2cccnc2)nc2ccccc12	-1	-8	-2	1444	0.9	-10	-4	9	-7	1.1
CN1CCN(c2ccccc2NC(=O)Cc2ccc(Cl)cc2)CC1	-1	-3	-7	1669	0.9	-14	-2	13	-6	1.1
CC(C)Cn1c(N2CCN(C(=O)/C=C/c3ccccc3)CC2)nc2ccccc21	5	10	9	1486	1	-1	-4	-4	-3	1
COc1ccc(CN2CCN(Cc3ccc(C)cc3)C(CCO)C2)cc1OC (stereo not given)	8	5	-1	1566	1.1	-6	-8	-10	-6	1.1
N#CCc1nn(-c2ccc(F)cc2)c(N)c1C#N	8	-2	-3	1469	1.2	-25	-6	-18	-2	1
COC(=O)c1c(NC(=O)C2CCCO2)sc2c1CCC2 (stereo not given)	2	7	-4	1404	1	-13	-4	-2	4	1
O=C(Nc1ccc(N2CCOCC2)cc1)C1CCN(S(=O)(=O)c2ccc3c(c2)OCCO3)CC1	-1	2	2	1639	1.1	-7	-1	-13	-4	1
COc1cc(S(=O)(=O)NC2CCCC2)ccc1F	6	1	1	1457	0.7	-7	-1	27	-1	1
C[n+]1cn(CC(O)COCc2ccccc2)c2ccccc21 (stereo not given)	-1	-1	-3	1530	1	-2	5	-3	-5	1.1
COc1ccc(N2CCN(C(=O)CCc3ccc(S(=O)(=O)NC(C)C)cc3)CC2)cc1	1	5	19	1639	1	-12	-1	-5	-3	1
COC(=O)c1onc(-c2c(OC)cc(OC)cc2OC)c1C(=O)OC	-5	0	9	1569	1	-5	-6	-1	-1	1
Cc1ccc2[nH]c(=O)c(CNC(C)(C)C)cc2c1	-5	-5	-17	1462	1	-10	-2	2	-6	1.1
COc1ccc(C(=O)CSc2nnc(CNc3ccc(C)cc3C)n2Cc2ccco2)cc1	5	11	4	1597	0.9	-8	-5	11	-5	1.1
CC1C(=O)C(C)C(c2ccc3c(c2)OCO3)NC1c1ccc2c(c1)OCO2 (stereo not given)	6	-2	3	1681	0.9	-5	2	5	-4	1
Fc1cccc2sc(Nc3nc4c(F)cccc4s3)nc12	-1	-3	1	1530	1.1	-46	-2	-5	-2	1
CCCCC(=O)Nc1ccc(C(=O)Nc2ccc(S(=O)(=O)Nc3ccc(C)cc3)cc2)cc1	0	2	1	1495	1	-20	0	1	-3	1
Cc1nn(CC(=O)NCCc2ccc(Cl)cc2Cl)c(C)c1[N+](=O)[O-]	2	5	5	1569	0.7	-11	-8	27	-3	1
COc1ccc(N=C2CCCN2CC(N)=O)cc1	-6	-4	0	1420	0.9	-14	-5	6	-7	1.1
O=C(O)COc1c(Cl)cc(/C=C2/NC(=O)NC2=O)cc1Br	3	1	2	1598	1	-5	-1	4	-1	1
Cc1nn(C)c(C(=O)NNC(=S)Nc2ccc(Cl)cc2)c1[N+](=O)[O-]	-2	-5	-7	1444	1.2	-78	-3	-18	-2	1
O=C(N/N=C/c1c(Cl)cccc1Cl)c1ccc(F)cc1	-2	2	7	1635	1.1	-8	2	-5	-2	1
O=C(CSc1nnc(Cc2ccccc2)n1-c1ccccc1)N1CCOCC1	2	9	3	1575	0.9	-5	0	7	-2	1
O=C(NC(=S)N1CCCCCC1)c1ccc(Cl)cc1Cl	5	8	-2	1619	0.9	-12	-3	14	-8	1.1
O=C(Sc1nnc(-c2ccccc2)o1)N1c2ccccc2Sc2ccccc21	16	31*	25	1691	0.8	-9	5	15	-2	1
COc1ccccc1N(CCC#N)C(=O)CSc1nc(-c2ccccc2)cn1N	9	0	2	1463	0.9	-20	-3	8	-6	1.1
Cc1ccc(-n2nnnc2SCc2nnc(-c3ccccc3Br)o2)c(C)c1	4	2	6	1479	0.8	-3	-10	18	-4	1
O=C(NCCCN1CCC(Cc2ccccc2)CC1)C1CCN(S(=O)(=O)N2CCOCC2)CC1	7	4	2	1521	1.1	2	-4	-13	-3	1
CC(=O)c1ccc(N2CCN(c3ccc(S(=O)(=O)N4CCN(C)CC4)cn3)CC2)cc1	7	8	1	1484	1	-4	-1	3	-5	1
COc1cc(/C=N/NC(=O)c2nc(C)cc(C)n2)ccc1O	2	10	9	1632	0.9	-2	-4	15	0	1
c1cnn(Cc2cnc(N3CCOCC3)s2)c1	-5	-4	-5	1465	1.1	-2	-2	-14	-5	1.1
Cc1ccc(NCc2nnc(SCC(=O)N(Cc3ccccc3)C(C)(C)C)o2)c(C)c1	2	3	-1	1355	1	-5	-1	-4	-3	1
COC(=O)C(C(=O)OC)C(C)C(C(=O)OC)C(=O)OC	0	4	-4	1309	1	-11	1	4	-3	1
CCOCC(=O)Nc1nc2ccc(S(C)(=O)=O)cc2s1	3	6	-5	1515	0.9	-10	-7	12	1	1
S=C(Nc1ccc2c(c1)OCO2)N1CCN(Cc2ccco2)CC1	-3	-4	-3	1608	1	-7	2	3	-3	1
Cc1cc(C)c(S(C)(=O)=O)c(Oc2ccc(C(C)(C)C)cc2)n1	-1	7	-4	1664	1	-5	-5	1	2	1
Cc1cccc(N2CC(C(=O)Nc3nnc(SCC(=O)Nc4nccs4)s3)CC2=O)c1 (stereo not given)	0	8	1	1507	1	-12	-5	5	-2	1
COc1ccc2cc(C(=O)N3CCOCC3)sc(=O)c2c1OC	12	8	7	1440	0.9	-8	-5	6	1	1
Nc1ccc(-c2nc3c(Cl)c(N)ccc3[nH]2)cc1	4	16	10	1954	1	-11	4	-2	-2	1
CC(C)NC(=O)c1ccc(-c2ccc(Cl)c(C(F)(F)F)c2)o1	5	7	3	1569	1	-12	-6	4	0	1
O=C(/C=C/c1cccc(Cl)c1)NCCc1ccccc1	7	7	-2	1673	1.2	-11	-3	-20	0	1
O=C(OCn1nnc2ccccc2c1=O)C1=COCCO1	2	-4	-4	1423	1	-6	-2	4	-7	1.1
CCOC(=O)c1ccc(NC(=O)N2CCN(Cc3ccccc3)CC2)cc1	0	-4	-3	1397	1.4	-5	-5	-42	-2	1
COCCN1C(=O)N[C@@H](c2ccccc2)C(C(=O)OC)=C1C	0	-5	-2	1454	0.9	-13	-6	8	-4	1
CCOc1ccc(N(CC(=O)Nc2cccc(OC)c2)S(=O)(=O)c2c(C)noc2C)cc1	1	-4	1	1451	1.1	-17	2	-12	0	1
NC(=O)Cc1ccc2sc(-c3ccccc3)nc2c1	-4	5	2	1782	1.1	-8	-8	-5	-7	1.1
O=C(Nc1cc(C(F)(F)F)ccc1N1CCOCC1)c1ccc(Cl)nc1	6	9	3	1634	1	-6	0	4	-7	1.1
Cc1ccccc1C(=O)Nn1cnc2ccccc2c1=O	-2	-12	0	1440	1.1	-2	-2	-10	1	1
Cc1ccc(/C=N/NC(=O)CNC(=O)COc2ccc(Cl)cc2)o1	4	-2	4	1577	1	-9	-3	-3	0	1
COc1cccc(CNCc2cccc(Br)c2)c1OC	7	-1	0	1587	1.1	-10	-2	-5	0	1
CC(C)NS(=O)(=O)c1ccc(OCC(=O)N2CCc3ccccc3C2)cc1	0	-7	-1	1485	1.2	-4	-10	-20	-3	1
CS(=O)(=O)N(Cc1ccccc1)c1ccc(C(=O)N2CCN(c3cccc(Cl)c3)CC2)cc1	6	-1	4	1546	1.1	-7	-3	-7	-3	1
C(=C\c1nc(-c2cccnc2)no1)/c1ccccc1	7	14	2	1577	1	-10	-4	-1	0	1

Among those listed so far, these contain bromine.
SMILES	PPARg SRC-1 ag	PPARg SRC-2 ag	PPARg SRC3 recr	TR-FRET SRC-2 ct	bIAP act	TNAP inh no acc	HMGR II inh	bIAP inh	TNAP inh hiacc	TNAP act hi DEA
O=C(O)COc1c(Cl)cc(/C=C2/NC(=O)NC2=O)cc1Br	3	1	2	1598	1	-5	-1	4	-1	1
Cc1ccc(-n2nnnc2SCc2nnc(-c3ccccc3Br)o2)c(C)c1	4	2	6	1479	0.8	-3	-10	18	-4	1
COc1cccc(CNCc2cccc(Br)c2)c1OC	7	-1	0	1587	1.1	-10	-2	-5	0	1

New compounds follow.
SMILES	PPARg SRC-1 ag	PPARg SRC-2 ag	PPARg SRC3 recr	TR-FRET SRC-2 ct	bIAP act	TNAP inh no acc	HMGR II inh	bIAP inh	TNAP inh hiacc	TNAP act hi DEA
CCOC(=O)/C=C1\SCC(=O)N1CC(=O)NC1CCCCC1	2	8	-4	1715	0.9	-2	-4	6	-11	1.1
C=CCN(CC(=O)O)S(=O)(=O)c1ccccc1C(F)(F)F	1	6	1	1498	1.2	4	-11	-18	-1	1
N#C/C(=N\Nc1ccccc1F)C(=N)N1CCCCC1	2	2	-6	1393	1.2	-2	-8	-25	5	0.9
O=C1N(CC(=O)N2CCc3ccccc32)CCN1Cc1ccccc1Cl	5	1	-13	1615	0.9	-6	1	5	0	1
C/C=C/c1ccc(OCCSc2nc(C)cc(=O)[nH]2)c(OC)c1	6	3	-6	1500	1	-16	0	3	-7	1.1
CCOC(=O)N1CCN(C(=O)CN(c2ccc(OC)c(OC)c2)S(C)(=O)=O)CC1	2	1	-4	1579	0.9	-9	2	6	-3	1
CN(Cc1ccccc1)S(=O)(=O)c1ccc(Cl)c(C(=O)O)c1	6	5	-6	1522	1	-13	-12	-1	-1	1

Bioassay records: PubChem BioAssay, several laboratories
